# Bioassay records from PubChem BioAssay.
# Pol iota inh: inhibitors of human DNA polymerase iota | Q9UNA4 | Pol iota fluorescent replication assay, 10 min | Potency, µM (highest dose often 115 µM), inactives show at the top dose activity, negative = inhibition, most hits filed as inhibitors | 390,000 compounds, 1% hits
#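 Fluorescent replication assay read twice, at 0 min and 10 min after adding 50 nM (final) substrate. Enzyme (10 nM) and compounds were first incubated 15 min at room temperature; enzyme-free buffer wells were negative controls.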
# APEX1 inh: APE1 (human) endonuclease inhibition. recombinant APE1, TAMRA/BHQ-2 abasic DNA cleavage fluorescence. Potency, µM (highest dose often 65.8 µM), for the others: at the highest dose activity change, negative = inhibition, actives largely listed as inhibitors. P27695. 350,000 compounds, 0.35% hits;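 also: plate controls were vehicle for no effect and reference inhibitor for full effect; nearly all actives have a fitted effect of over 55% in size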
#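 0.75 nM APE1 + cpd, 15 min RT; start w/ 50 nM TAMRA/BHQ-2 THF-abasic dsDNA; kinetic fluor 525/598 nm ×3 reads @60 s; Δ(read3−read1); normalized to DMSO and NSC13755 control wells.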
# G9a inh: blocks human histone lysine methyltransferase G9a; Q96KQ7; G9a H3K9 monomethylation, AlphaScreen, 2 h; Potency, µM (doses to about 102 µM), for the others: at the highest dose activity, negative = inhibition, most hits filed as inhibitors; 350,000 compounds, 8.8% hits; AID 504332; also: % is scaled to controls: 0 for no effect and ±100 for the full control effect; nearly all actives have a fitted effect of over 75% in size
#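 AlphaScreen detection with an anti-monomethyl H3K9 antibody quantified product after a 2 h room-temperature reaction containing 500 nM biotinylated H3K9 peptide, 20 µM SAM and 20 nM enzyme, which had been preincubated 15 min with compound.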
# BLM inh: blocks DNA unwinding by human BLM helicase | P54132 | recombinant BLM DNA unwinding, fluorescence dequenching | Potency, µM (doses to about 56.1 µM), for inactives: at the highest dose activity change, negative = inhibition, actives largely listed as inhibitors | 350,000 compounds, 0.2% hits;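 also: plate controls were vehicle for no effect and no enzyme for full effect; nearly all actives have a fitted effect of over 35% in size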
# POLK inh: blocks human DNA polymerase kappa activity; purified Pol kappa, fluorescent DNA synthesis assay, 10 min; Potency, µM (highest dose often 107 µM), for the others: top-dose activity, negative = inhibition, actives largely listed as inhibitors; 400,000 compounds, 0.53% hits; also: % is scaled to controls: 0 for no effect and ±100 for the full control effect
# Target sequence (Q9UBT6 whole entry, looked up): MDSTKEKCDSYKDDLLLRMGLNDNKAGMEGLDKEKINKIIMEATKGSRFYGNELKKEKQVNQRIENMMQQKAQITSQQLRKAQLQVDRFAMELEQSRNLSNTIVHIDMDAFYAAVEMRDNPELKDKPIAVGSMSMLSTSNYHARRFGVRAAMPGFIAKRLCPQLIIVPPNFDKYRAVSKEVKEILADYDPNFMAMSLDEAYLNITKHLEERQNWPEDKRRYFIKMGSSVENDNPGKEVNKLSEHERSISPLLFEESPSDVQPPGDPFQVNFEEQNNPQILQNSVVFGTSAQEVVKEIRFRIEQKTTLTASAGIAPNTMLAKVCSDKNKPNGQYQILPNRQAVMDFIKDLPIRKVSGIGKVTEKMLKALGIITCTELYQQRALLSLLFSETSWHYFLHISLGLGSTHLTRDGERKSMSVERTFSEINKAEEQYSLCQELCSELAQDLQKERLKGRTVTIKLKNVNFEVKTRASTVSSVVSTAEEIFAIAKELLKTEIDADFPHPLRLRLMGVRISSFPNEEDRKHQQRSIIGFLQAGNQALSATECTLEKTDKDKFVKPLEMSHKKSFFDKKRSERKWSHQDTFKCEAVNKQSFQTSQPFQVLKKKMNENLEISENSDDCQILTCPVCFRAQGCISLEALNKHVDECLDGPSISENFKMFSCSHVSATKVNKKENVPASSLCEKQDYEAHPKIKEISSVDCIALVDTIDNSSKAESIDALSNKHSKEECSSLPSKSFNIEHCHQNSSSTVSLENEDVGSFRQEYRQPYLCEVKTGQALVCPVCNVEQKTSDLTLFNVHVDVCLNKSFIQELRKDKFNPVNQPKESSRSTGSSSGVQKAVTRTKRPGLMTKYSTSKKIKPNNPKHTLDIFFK
#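 Inhibition of 10 nM Pol kappa is measured by a fluorescent read-out at 0 and 10 min following addition of 50 nM substrate (final), with a 15-min room-temperature compound preincubation.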
# POLB inh: DNA polymerase beta (human) inhibition; P06746; Pol beta primer extension/strand displacement, fluorescence kinetic; Potency, µM (series often up to 114 µM), inactives show at the highest dose activity change, negative = inhibition, actives largely listed as inhibitors; 340,000 compounds, 1.3% hits; AID 485314; also: % is scaled to controls: 0 for no effect and ±100 for the full control effect
#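 Pol beta (10 nM) and compounds were preincubated 15 min at room temperature, then 50 nM substrate (final) started primer extension/strand displacement. Reads were taken at 0 and 10 min; concentration-response data were fitted to a four-parameter Hill equation.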
# JMJD2A Tudor inh: blocks the human JMJD2A Tudor domain; 390,000 compounds, 4.4% hits; AlphaScreen JMJD2A-Tudor / H3K4me3 peptide binding; O75164; Potency, µM (titrated, usually from 114 µM), without a hit: at the highest dose activity change, negative = inhibition, hits mostly inhibitors; also: % is scaled to controls: 0 for no effect and ±100 for the full control effect; nearly all actives have a fitted effect of over 50% in size
# BAZ2B block: BAZ2B (human) inhibition | AlphaScreen BAZ2B-H3K14Ac peptide displacement | 360,000 compounds, 4.4% hits | Potency, µM (top dose mostly 114 µM), for inactives: at the top dose activity change, negative = inhibition, hits mostly inhibitors | Q9UIF8; also: % is scaled to controls: 0 for no effect and ±100 for the full control effect; nearly all actives have a fitted effect of over 60% in size
#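 AlphaScreen displacement: compounds (up to 110uM) incubated 30 min at room temperature with a preformed 50 nM BAZ2B/50 nM biotinylated H3K14Ac peptide complex in PBS pH 7.4 with Tween-20. Donor and acceptor beads at 10 ug/mL final added, 20 min light-protected before reading.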
# POLH inh: inhibitors of human DNA polymerase eta. recombinant Pol eta, fluorescent DNA replication assay. Potency, µM (titrated, usually from 114 µM), inactives show at the highest dose activity change, negative = inhibition, usual class: inhibitors. Q9Y253. 390,000 compounds, 1.2% hits. AID 588591; also: % is scaled to controls: 0 for no effect and ±100 for the full control effect
#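 Fluorescent replication assay: 50 nM final substrate added after a 15 min room-temperature compound preincubation with 10 nM enzyme. Signal taken at 0 min and again at 10 min.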
# Active calls of the source: *; ? = inconclusive; . = no result given; [ ] = dose if it differs, or a comment. Calls follow the shape of the dose curve; as a rule, active = well fitted curve in the direction sought with a large enough effect; inconclusive = small, poorly fitted or top-dose-only effect, or another doubt; inactive = no such curve, though single readings can be large; an effect the other way counts as inactive or inconclusive. Potency is read from the fitted curve at half-maximal effect. The list is partial, so the mix of outcomes need not match the whole.
SMILES,Pol iota inh,APEX1 inh,G9a inh,BLM inh,POLK inh,POLB inh,JMJD2A Tudor inh,BAZ2B block,POLH inh
Nc1nc2n(n1)C(c1cccc(Cl)c1)CC(c1ccc(F)cc1)N2 (configuration not stated),0%,-3%,-3%,-3%,-24%,2%,-13%,1%,-25%
CSc1cccc(NC(=O)Cn2c(=O)n(Cc3ccccc3)c(=O)c3sc4ccccc4c32)c1,31%[activator],.,13%[59 µM],-1%,1%,38%,4%,2%,-10%
C=CCn1c(SC2CCOC2=O)nc2sc(C)c(C)c2c1=O (configuration not stated),28%,2%,3%[59 µM],-2%,-1%,4%,-5%,-21%,-11%
COC(=O)c1ccc2c(c1)N(Cc1ccc(F)cc1)C(=O)c1ccccc1S2,18%,.,3%[59 µM],-8%,-12%[60.1 µM],1%,2%,3%,-17%
COc1ccc(C2(C)NC(=O)N(CC(=O)NCC(=O)Nc3ccc(F)c(F)c3F)C2=O)cc1OC (configuration not stated),11%,-5%,.,.,5%,.,2%,.,-19%
O=C1CCCC/C1=C/Nc1ccc(C(=O)O)cc1,?,-2%,?,1%,?,1%,-8%,4%,?
COc1cc(C2c3c(-c4ccccc4O)n[nH]c3C(=O)N2CCO)ccc1OCc1ccccc1 (configuration not stated),12%,.,9%[59 µM],-4%,16%,-19%,-8%,-2%,-12%
O=c1c2[nH]c3ccc(F)cc3c2ncn1CCN1CCOCC1,7%,2%,24%,-10%,-8%,-1%,-10%,13%,6%
Cc1cc(C)c(NC(=O)CN2C(=O)c3cccnc3Oc3ccc(C)cc32)c(C)c1,89µM*,.,6%[59 µM],-7%,-2%[60.1 µM],?,-3%,-1%,2%
CCOc1cc(/C=C/C(=O)OCC(=O)NCC2CCCO2)cc(Cl)c1OC (configuration not stated),?,43%[activator],.,.,-3%,.,-2%,.,-7%
COc1ccc(OC)c(/C=C2\Oc3cc(OCC(=O)N4CCC(C(=O)O)CC4)ccc3C2=O)c1,?,-20%,26%[12.7 µM],-6%,-28%,-7%,-6%,11%,-18%
Cc1c(OCC(=O)N2CCC(C(=O)O)CC2)ccc2c1oc(=O)c1ccccc12,-8%,16%,2%[12.7 µM],3%,2%,3%,-18%,-2%,0%
O=c1[nH]c(=S)[nH]c2c1CN(Cc1ccc(F)cc1)CC2,4%,7%,?,-1%,4%,25%,-18%,-18%,-12%
CCCOc1ccc(CNC(=O)c2ccc3c(c2)N(CC)CCS3)cc1,9%,-1%,?,-2%,-3%,-9%,-34%,-14%,-26%
CC(NC(=O)c1ccc2c(c1)OCO2)C(c1cccs1)N1CCOCC1 (configuration not stated),-13%,14%,-5%[59 µM],-2%,-2%,42%,-8%,.,-8%
Cc1cc(C)n2nc(SCC(=O)NC(=O)c3ccc(OC(F)F)cc3)nc2n1,34%[activator],1%,.,.,15%,.,-11%,.,-7%
O=C1CC(c2ccccc2)CC(O)=C1C=NCc1ccco1 (configuration not stated),-6%,7%,-3%[12.7 µM],0%,-2%,-5%,-21%,6%,-4%
CC(=O)Nc1cccc(-c2csc(N)n2)c1,-11%,5%,?,-5%,-9%,33%,-12%,?,-2%
O=C(c1cnc2n(c1=O)CCS2)N1CCN(c2ccc([N+](=O)[O-])cc2)CC1,0%,-4%,?,1%,15%,?,-16%,3%,-11%
COC(=O)c1ccccc1NC(=O)CN1CCC(n2nnc3cc(F)ccc32)CC1,-5%,-1%,7%[59 µM],-5%,9%,-2%,-3%,12%,-11%
CCC1(c2ccc(F)cc2)NC(=O)N(CC(=O)Nc2cccnc2Cl)C1=O (configuration not stated),23%,43%[activator],?,.,8%,.,-21%,0%,-13%
COc1cc(C(=O)N2CCc3c([nH]c4ccccc34)C2c2ccc(C)cc2)cc(OC)c1OC (configuration not stated),2%,.,?,-13%,-16%[60.1 µM],10%,?,?,-10%
Cc1nnc(NC(=O)CSc2nc(C(C)C)nc3ccccc23)s1,-1%,-2%,17%[59 µM],-1%,2%,-12%,-15%,9%,-1%
O=C(Nc1ccc2[nH]c(=O)[nH]c2c1)c1cc(F)c(F)cc1Cl,7%,5%,-1%[12.7 µM],-5%,1%,-4%,-19%,0%,-3%

# The last 2 records of the section before open the next one:
SMILES,Pol iota inh,APEX1 inh,G9a inh,BLM inh,POLK inh,POLB inh,JMJD2A Tudor inh,BAZ2B block,POLH inh
Cc1nnc(NC(=O)CSc2nc(C(C)C)nc3ccccc23)s1,-1%,-2%,17%[59 µM],-1%,2%,-12%,-15%,9%,-1%
O=C(Nc1ccc2[nH]c(=O)[nH]c2c1)c1cc(F)c(F)cc1Cl,7%,5%,-1%[12.7 µM],-5%,1%,-4%,-19%,0%,-3%
CC(=O)OCC1=C(C(=O)O)N2C(=O)C(NC(=O)CCn3nc(C(F)(F)F)c(Br)c3C3CC3)C2SC1 (configuration not stated),37%[activator],0%,40µM*,-5%,-12%,26%,-21%,0%,-16%
COc1ccc(-c2cc(=O)n(-c3nc4ccccc4[nH]3)[nH]2)cc1,6%,-1%,79µM*,-11%,-9%,11%,?,28µM*,-9%
Cc1n[nH]c(=O)nc1NCc1ccco1,1%,2%,-32%[12.7 µM],0%,-3%,10%,-6%,2%,-7%
COc1ccc(NC(=O)CSc2nc(C)cc(C)c2C(=O)Nc2ccccc2OC)cc1,3%,.,?,-8%,1%,16%,-10%,-17%,4%
CCOC(=O)CNC(=O)c1nn(-c2ccc(OCC)cc2)c(=O)c2ccccc12,14%,5%,-41%[12.7 µM],-1%,-10%,-2%,-6%,0%,-12%
COc1ccccc1N1CCN(C(=O)c2onc(C)c2Cl)CC1,0%,17%,.,0%,-2%,0%,-13%,-6%,5%
COc1ccc2sc(NC(=O)c3ccco3)nc2c1,?,-1%,7.1µM*,0%,-13%,2%,?,?,-21%
Cc1ccsc1/C=N/n1c(-c2ccccn2)n[nH]c1=S,149%[activator],1%,2.2µM*,-10%,-3%,1%,3.2µM*,8.9µM*,-19%
CCOc1ccc(NC(=O)CN(C)C(=O)c2cn3ccccc3n2)cc1OCC,50%[activator],24%,2%[2.33 µM],.,-8%,.,-23%,?,-19%
COc1ccc(CNC(=O)c2ccc3ccccc3n2)cc1OC,139%[activator],1%,27%,-2%,-15%,48%,-5%,1%,-18%
O=c1c(-c2cccs2)nc2cnc(Oc3cccc(Cl)c3)nc2n1C[C@H]1CCCO1,.,-1%,-7%[12.7 µM],-5%,-2%[60.1 µM],.,.,.,.
Cc1cccc(S(=O)(=O)NCCNS(=O)(=O)c2cccc(C)c2)c1,?,55%[activator],?,-5%,2%,-16%,-13%,-22%,-7%
COc1ccc(OCC2CNC(=O)O2)cc1 (configuration not stated),-5%,8%,?,-1%,5%,1%,-12%,-30%,-16%
CCc1sc(NC(=O)c2cc3ccccc3oc2=O)nc1-c1cccs1,156%[activator],1%,17%[59 µM],1%,-10%,-17%,-6%,2%,-4%
COc1cc(OC)c(NC2(c3ccccc3)C(=O)c3ccccc3C2=O)cc1Cl,-7%,.,13µM*,-9%,-5%,2%,20µM*,22µM*,-15%
COc1ccccc1/C=C/CN1CCN(Cc2ccc(C)o2)C(CCO)C1 (configuration not stated),49%,-3%,.,-1%,-2%,2%,-31%,-22%,-11%
COC(=O)C(NC(=O)c1c(C)nn(C)c1Cl)c1ccccc1 (configuration not stated),165%[activator],-6%,1%,-2%,-8%,10%,-7%,-14%,-1%
CCOc1cc(/C=C/c2cccc[n+]2C)ccc1O,0%,16%,?,-10%,-8%,0%,-10%,-8%,-6%
COc1ccccc1CCc1nnc(CCC(=O)NCCCOc2cccnc2)o1,7%,1%,3%,-1%,0%,-16%,-9%,5%,-3%
COc1ccccc1-c1c(C)nn2c(N3CCOCC3)cc(C)nc12,19%,-10%,-36%[2.33 µM],-2%,4%,47%,-10%,3%,-12%
COc1ccc(CCNC(=O)c2ccc3c(c2)NC(=O)C(CSCc2cc(C)ccc2C)N3)cc1OC (configuration not stated),.,25%,1.8µM*,-7%,.,18%,.,-34%[57.1 µM],.
C[C@H](NC(=O)OC(C)(C)C)C(=O)N/N=C/c1cccc2nccnc12,-2%[58.9 µM],4%,?,-1%,-11%,0%,2%,?,-23%
COc1ccc(CN2C(=O)C(Cc3ccccc3)Nc3ncnc(N4CCN(c5ccccc5)CC4)c32)cc1 (configuration not stated),-3%,7%,18%[2.33 µM],.,-5%,.,?,-33%,-9%
CCn1c(SCc2nc3ccccc3[nH]2)nnc1-c1cccs1,6%,-10%,-30%,1%,-1%,3%,-10%,-28%,-2%
O=C(CCn1c(=O)oc2ccccc21)NCCCN1CCN(c2ccc(F)cc2)CC1,34%,2%,2.5µM*,1%,-11%,-12%,-9%,?,-13%
CC1=NN(c2ccc(Cl)cc2)C(=O)C1C(c1cccc(O)c1)c1c(C)[nH]n(-c2ccc(Cl)cc2)c1=O (configuration not stated),7%,-4%,?,-4%,-20%,-2%,56µM*,45µM*,-13%
COc1ccc(NC(=O)CN2C(=O)NC(C)(C3CC3)C2=O)cc1S(=O)(=O)N1CCOCC1 (configuration not stated),-19%,9%,6%[2.33 µM],.,6%,.,-2%,2%,-18%
CC(OC(=O)c1cccc([N+](=O)[O-])c1)C(=O)N1CCc2ccccc21 (configuration not stated),5%,8%,?,.,-8%,.,-19%,-35%,-17%
Cc1cc2c(cc1C)[n+](C)cn2CC(O)COCC1CC=CCC1 (configuration not stated),1%,-1%,40µM*,-9%,-5%,-9%,?,?,-16%

# One compound at a time, as listed above. Order of values: Pol iota inh	APEX1 inh	G9a inh	BLM inh	POLK inh	POLB inh	JMJD2A Tudor inh	BAZ2B block	POLH inh
# O=C(CCn1c(=O)oc2ccccc21)NCCCN1CCN(c2ccc(F)cc2)CC1 reads 34%	2%	2.5µM*	1%	-11%	-12%	-9%	?	-13%
# Cc1cc2c(cc1C)[n+](C)cn2CC(O)COCC1CC=CCC1 (configuration not stated) reads 1%	-1%	40µM*	-9%	-5%	-9%	?	?	-16%
# CC(OC(=O)c1cccc([N+](=O)[O-])c1)C(=O)N1CCc2ccccc21 (configuration not stated) reads 5%	8%	?	.	-8%	.	-19%	-35%	-17%
# COc1ccc(NC(=O)CN2C(=O)NC(C)(C3CC3)C2=O)cc1S(=O)(=O)N1CCOCC1 (configuration not stated) reads -19%	9%	6%[2.33 µM]	.	6%	.	-2%	2%	-18%
